Source: PubChem (National Center for Advancing Translational Sciences (NCATS))
MBNL1 CUG block – MBNL1-poly(CUG) RNA binding inhibition; 280,000 tested, 0.036% active; Potency, µM (series often up to 57.5 µM), for the others: top-dose activity change, negative = inhibition, hits mostly inhibitors; TR-FRET MBNL1-His/biotin-(CUG)12 binding, 665/545 ratio; active = well fitted inhibition curve with a large enough effect in the signal ratio, with a control signal flat, not every such curve was filed as active; inconclusive = small, poorly fitted or top-dose-only effect, or effect the other way, or a change in a side signal; inactive = no such curve, though single readings can be large or run the other way; the % refers to the signal ratio; also: potency is read from the fitted curve at half-maximal effect; % is scaled to controls: 0 for no effect and ±100 for the full control effect
Target sequence (Q9NR56 whole entry, looked up): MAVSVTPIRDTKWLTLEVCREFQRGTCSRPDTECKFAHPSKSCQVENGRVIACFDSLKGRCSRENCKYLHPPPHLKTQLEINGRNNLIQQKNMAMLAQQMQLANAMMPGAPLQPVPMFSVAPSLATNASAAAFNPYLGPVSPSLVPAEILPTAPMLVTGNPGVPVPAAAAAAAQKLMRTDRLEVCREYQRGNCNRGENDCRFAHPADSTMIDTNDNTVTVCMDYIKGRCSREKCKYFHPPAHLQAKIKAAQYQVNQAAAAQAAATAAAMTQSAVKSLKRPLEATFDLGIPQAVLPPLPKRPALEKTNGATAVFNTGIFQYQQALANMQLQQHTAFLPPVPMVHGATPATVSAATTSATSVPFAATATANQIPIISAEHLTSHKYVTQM
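Inhibition of protein-RNA binding appears as loss of TR-FRET between terbium anti-His antibody on MBNL1-His and streptavidin-XL665 on biotin-(CUG)12. Activity is normalized to buffer-only and uninhibited-complex controls.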
Eya2 inh – inhibitors of human Eya2 phosphatase activity | 330,000 tested, 0.006% active | Potency, µM (series often up to 76.9 µM), for inactives: at the top dose activity, negative = inhibition, hits mostly inhibitors | O00167 | recombinant Eya2, OMFP fluorescence dephosphorylation (OMFP is methylfluorescein phosphate); also: potency is read from the fitted curve at half-maximal effect; % is scaled to controls: 0 for no effect and ±100 for the full control effect
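Eya2 (0.2 uM) preincubated 10 min at ambient with compound, then OMFP substrate added at 50 uM; 10 min reaction in 50 mM HEPES pH 7.5, 50 mM NaCl, 5 uM MgCl2, 0.05% BSA, 1 mM DTT. Fluorescence read at Ex 485/Em 525 nm.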
Menin-MLL TR inh – menin-MLL binding inhibition, Texas Red mutant peptide; O00255; Menin + Texas Red MLL mutant peptide, fluorescence polarization; Potency, µM (highest dose often 61.6 µM), inactives show top-dose FP activity change, negative = inhibition, most hits filed as inhibitors; 270,000 tested, 0.23% active; AID 1768; active = well fitted inhibition curve with a large enough effect in the polarisation, with a control signal flat, not every such curve was filed as active; inconclusive = small, poorly fitted or top-dose-only effect, or effect the other way, or a change in a side signal; inactive = no such curve, though single readings can be large or run the other way; the % refers to the polarisation; also: potency is read from the fitted curve at half-maximal effect; % of control where 0% means no effect; many of its hits are not listed in these tables
BCR signal inh – blocks chronic active B-cell receptor signaling; ABC-DLBCL IkBa-CBG/CBR reporter, luminescence ratio, 4 h; Potency, µM (highest dose often 46.1 µM), for inactives: top-dose ratio change, negative = lower green/red ratio, most hits filed as inhibitors; 340,000 tested, 0.05% active; AID 493014; active = well fitted inhibition curve with a large enough effect in the signal ratio, with a control signal flat, not every such curve was filed as active; inconclusive = small, poorly fitted or top-dose-only effect, or effect the other way, or a change in a side signal; the % refers to the signal ratio;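 also: potency is read from the fitted curve at half-maximal effect; plate controls were basal doxycycline-induced cells for no effect and cells given 10 µM MG132 for full effect; MG132 reads +100%, hits lower the ratio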
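Concentration-response series (up to 46 uM) were applied to TMD8 dual-reporter cells for 4 h at 37C with doxycycline. Green/red ratio, after filter-overlap correction, defined %Activity; red signal alone was normalised to basal cells and zero luminescence.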
TSHR antagonist – antagonists of human thyroid stimulating hormone receptor | P16473 | activity change, negative = inhibition, % at 11.5 µM | TSHR-expressing cells, TSH-stimulated cAMP HTRF, 2 h; stronger effect = lower value | 330,000 tested, 0.2% active;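 active = activity change below a set negative limit, meaning inhibition stronger than a set level, cut at about -70% in these data; inconclusive = activity change between two set negative limits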; also: % is scaled to controls: 0 for no effect and ±100 for the full control effect
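Antagonism was scored as loss of TSH-driven cAMP in TSHR cells, stimulated with 4nM TSH (EC80) for 2 hours at 37 deg C and detected by homogeneous HTRF competition immunoassay.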
USP2a block – blocks human ubiquitin-specific protease USP2a | O75604 | USP2 core, Ub-CHOP2 coupled fluorogenic reporter, 485/531 | Potency, µM (top dose mostly 38.3 µM), without a hit: at the highest dose activity change, negative = inhibition, most hits filed as inhibitors | 330,000 tested, 0.01% active;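 also: potency is read from the fitted curve at half-maximal effect; plate controls were DMSO wells for no effect and full inhibition by NEM control for full effect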
Target sequence (O75604 whole entry, looked up): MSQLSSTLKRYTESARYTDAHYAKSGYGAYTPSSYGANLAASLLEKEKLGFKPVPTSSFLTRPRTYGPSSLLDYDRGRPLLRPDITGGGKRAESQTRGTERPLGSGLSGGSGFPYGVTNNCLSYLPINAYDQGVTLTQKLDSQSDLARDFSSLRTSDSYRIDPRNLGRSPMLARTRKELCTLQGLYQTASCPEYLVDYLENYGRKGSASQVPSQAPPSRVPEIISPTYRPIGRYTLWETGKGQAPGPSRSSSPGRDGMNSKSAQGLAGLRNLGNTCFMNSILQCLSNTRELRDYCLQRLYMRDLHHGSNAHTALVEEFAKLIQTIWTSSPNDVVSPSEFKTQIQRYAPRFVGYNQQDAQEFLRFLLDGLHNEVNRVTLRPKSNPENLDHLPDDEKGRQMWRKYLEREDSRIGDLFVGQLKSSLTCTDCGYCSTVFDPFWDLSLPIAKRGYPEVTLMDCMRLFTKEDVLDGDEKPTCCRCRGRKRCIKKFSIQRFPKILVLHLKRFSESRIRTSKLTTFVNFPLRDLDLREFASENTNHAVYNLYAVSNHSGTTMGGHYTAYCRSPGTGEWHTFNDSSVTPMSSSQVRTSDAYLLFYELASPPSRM
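Deubiquitinase activity read as fluorescence (485/531 nm) after Ub-CHOP2 cleavage activates the enterokinase reporter on its substrate; USP2 core 10nM, Ub-CHOP2 and substrate 25nM each, 30min compound preincubation then 60min RT; data normalized to NEM, curves fitted.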
Mito fusion yeast – blocks mitochondrial division or promotes mitochondrial fusion; S. cerevisiae fusion-defective mutant growth rescue, CellTiterGlo 48 h; Potency, µM (doses to about 46.1 µM), without a hit: at the highest dose growth rescue (activation), hits mostly activators; 320,000 tested, 0.23% active; AID 485298;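 also: potency is read from the fitted curve at half-maximal effect; % of control where 0% means no effect; nearly all actives have a fitted effect of over 45% in size; temperature-sensitive fusion mutants such as fzo1-1 at 37 °C on non-fermentable ethanol glycerol medium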
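Growth-rescue viability read-out: after 48 h at the non-permissive 37C in glycerol/ethanol YPEG, yeast mitochondrial fusion mutants are measured by CellTiterGlo luminescence; compounds (23 nl pinned per well) restoring growth score as division inhibitors or fusion activators.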
PKM2 act – increases activity of human pyruvate kinase M2; P14618; purified PKM2, Kinase-Glo ATP luminescence, activation; response scale: 0% is enzyme alone, no compound; Potency, µM (doses to about 57.5 µM), inactives show at the highest dose activation, actives largely listed as activators; 260,000 tested, 0.34% active; also: potency is read from the fitted curve at half-maximal effect; % is scaled to controls: 0 for no effect and ±100 for the full control effect; nearly all actives have a fitted effect of over 55% in size
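Kinase-Glo luminescence reports ATP generated from ADP (0.1 mM) and PEP (0.5 mM) by purified hPK-M2 after 1 h at room temperature, pH 7.2 imidazole buffer; intermediate enzyme activity allows detecting inhibitors and activators.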
S-ASM inh – inhibitors of human secretory acid sphingomyelinase. P17405. placental ASM, HMU-PC fluorogenic substrate, 60 min. Potency, µM (highest dose often 57.5 µM), for the others: top-dose activity change, negative = inhibition, hits mostly inhibitors. 340,000 tested, 0.006% active. AID 504937; also: potency is read from the fitted curve at half-maximal effect
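Fluorogenic HMU-PC substrate (9 uM final) is turned over by placental ASM in 60 min at 37 C after a 10 min compound preincubation. Reaction ended by alkaline stop (pH 10), with fluorescence read at 386/447 nm.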
GALK inh – inhibitors of human galactokinase; Potency, µM (titrated, usually from 57.5 µM), for inactives: at the highest dose activity change, negative = inhibition, actives largely listed as inhibitors; 270,000 tested, 0.007% active; AID 1868; Purified GALK, Kinase-Glo residual ATP luminescence; also: potency is read from the fitted curve at half-maximal effect; % is scaled to controls: 0 for no effect and ±100 for the full control effect
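Luminescence from leftover ATP (Ultra-Glo luciferase/luciferin) served as read-out after a 1 h room-temperature reaction of 5 nM GALK with 35 uM ATP and 100 uM galactose.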
KCNH2 WT inh – blocks the wildtype human KCNH2 potassium channel | AID 720551 | U2OS, BacMam KCNH2, thallium flux FluxOr; stronger effect = lower value | Q12809 | 340,000 tested, 0.37% active | activity change, % at 1.84 µM;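 active = maximum activity change below -70%; inconclusive = maximum activity change between -70% and -50%; inactive = maximum activity change above -50%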; also: % is scaled to controls: 0 for no effect and ±100 for the full control effect
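U2OS cells were transduced with wild-type KCNH2 virus (2.03 x 10^8 / mL) for 4 h at room temperature, then cultured overnight at 37 C. Thallium flux was read with FluxOr dye. Rate constants were normalized to DMSO controls.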
An asterisk follows results filed as active; ? = inconclusive; . = not tested or not shown; [ ] = dose if it differs, or a comment. Unless noted, calls follow the shape of the dose curve; as a rule, active = well fitted curve in the direction sought with a large enough effect; inconclusive = small, poorly fitted or top-dose-only effect, or another doubt; inactive = no such curve, though single readings can be large; an effect the other way counts as inactive or inconclusive. Not all compounds are listed. The share of hits here may be higher or lower than overall.

SMILES | MBNL1 CUG block | Eya2 inh | Menin-MLL TR inh | BCR signal inh | TSHR antagonist | USP2a block | Mito fusion yeast | PKM2 act | S-ASM inh | GALK inh | KCNH2 WT inh
CC(C)(C)NC(=O)C(=O)NNC(=O)c1ccccc1 | -15.9% | 8.5% | 15.5% | ? | 3.1 | 2.3% | -1.3% | 0.6% | -2.2% | -1.8% | -0.7
CC(=O)c1ccc(N2CCN(CN3C(=O)CC4(CCCC4)C3=O)CC2)c(F)c1 | -7.1% | -2.3% | 0.7% | 1.6% | -4.9 | 0.1% | 22.6% | . | 6.2% | -2.2% | -2.9
O=C(c1cc2ccccc2o1)N1CCN(S(=O)(=O)c2ccc(Cl)s2)CC1 | . | 5.5% | . | 0.7% | 19.8 | -2.2% | 8.6% | . | -2.3% | . | 1.2
CCN(CC)C(=O)c1ncn(Cc2ccccc2)c1C(=O)N(CC)CC | . | 0.2% | . | 5.0% | -2.0 | 0.1% | -0.5% | . | 0.0% | . | -2.2
CNC(=S)N1CCC(n2cnc3ccccc32)CC1 | -5.5% | -6.6% | 11.0% | ? | -0.9 | 1.4% | -0.1% | 2.2% | 1.6% | 4.3% | -3.9
O=c1cc(-c2ccccc2Cl)oc2c([N+](=O)[O-])c(O)cc(O)c12 | -16.1% | 8.1% | 38.9%[activator] | ? | -29.1 | 1.1% | ? | 2.9% | 1.7% | . | 0.5
O=C(Cc1nnc(NC(=O)c2cccc([N+](=O)[O-])c2)s1)NCc1ccccc1 | -3.1% | -0.8% | . | -0.6% | 13.8 | -0.3% | -1.3% | 5.9% | -1.1% | -3.0% | 22.8
Cc1nc(NC(=O)CN2CCC(O)(c3ccc(F)cc3)CC2)sc1C | -2.7% | -17.5% | . | 4.1% | 0.3 | 0.3% | -13.8% | 3.8% | -2.1% | -2.0% | 3.1
Cc1noc(NS(=O)(=O)c2ccc(NC(=O)c3cccc(S(=O)(=O)Nc4ccccc4F)c3)cc2)c1C | . | 14.5% | . | 0.0% | . | 3.6% | . | . | -2.4% | . | -12.3
Cc1ccc(-c2cc(C(=O)N/N=C/c3c(C)nn(C)c3C)c3ccccc3n2)cc1C | 2.7% | -5.3% | 4.2% | ? | -5.4 | -10.6% | 2.5% | 13.2% | -9.9% | 0.0% | -6.4
COc1ccc(CCC(=O)NCc2cnn(C)c2)cc1 | 4.8% | 6.2% | 22.2% | ? | -1.6 | 4.5% | -1.7% | 4.8% | 1.3% | 0.2% | -3.4
O=C(N/N=C1\CC2CC=CC12)c1ccccc1Cl (stereo unspecified) | -6.7% | -1.3% | -1.4% | ? | -3.3 | -2.4% | -1.3% | 2.5% | -1.5% | -0.7% | -20.8
Cc1ccc(OCC(=O)N2CCc3ccccc3C2)c([N+](=O)[O-])n1 | 22.1% | 4.3% | 1.3% | -0.8% | 8.4 | -1.4% | 2.3% | -1.1% | 1.1% | -2.3% | 4.8
CCCCn1c(N)c(N(CCC(C)C)C(=O)CCCc2nc3ccccc3s2)c(=O)[nH]c1=O | -3.0% | 16.6% | -18.5% | 3.4% | 8.2 | 1.9% | -1.3% | 3.5% | 20.9% | 0.7% | 13.3
CCC[C@@H](CN1CCC[C@H]1CN1C(N)=NC[C@@H]1Cc1ccccc1)N1C[C@@H](Cc2ccccc2)N(CCCC2CCCC2)C1=N | . | -7.3% | . | -1.9% | -1.9 | 5.4% | . | . | 0.3% | . | .
Cc1nc2c(=O)n(-c3ccc(F)c(Cl)c3)nc(C)c2s1 | . | -14.8% | . | -5.8% | 6.4 | -0.6% | -10.5% | 4.6% | -4.5% | 1.3% | -0.8
COc1cc(NC(=O)C2CSC3(C)CCC(=O)N23)c(OC)cc1Cl (stereo unspecified) | . | -25.4% | . | 1.1% | -5.1 | 0.1% | -10.2% | . | 1.4% | . | 3.5
Cc1cc(/C=C(\C#N)c2nnc(N3CCOCC3)n2-c2ccccc2)c(C)n1-c1ccccc1 | -3.1% | -6.0% | -4.8% | -1.8% | -30.4 | 5.0% | 3.2% | -1.0% | . | . | .
C[C@H](CO)N1C[C@H](C)[C@@H](CN(C)S(=O)(=O)c2cccs2)Oc2c(NC(=O)CCC(F)(F)F)cccc2C1=O | . | -24.0% | . | -1.3% | -2.9 | 1.3% | . | . | 0.7% | . | -13.8
CCc1cccc(OCCOCCN2CCCC2)c1 | -0.2% | 10.4% | 0.8% | 6.4% | 5.2 | 1.6% | -5.3% | 2.8% | -1.2% | 1.5% | 3.6
O=C(NCc1ccccc1)C1CCC(CNS(=O)(=O)c2cccs2)CC1 (stereo unspecified) | 9.8% | 4.5% | 4.9% | -7.5% | 2.2 | 0.8% | -2.9% | -4.8% | 0.1% | -0.3% | -11.0
Cc1cccc(N=Nc2c(C)nn(-c3ccccc3)c2N)c1C | ? | -7.8% | 11.5% | ? | -41.3 | 2.3% | -8.3% | 0.4% | -14.7% | -3.4% | -0.3
N#CCC(=O)Nc1ccc(C(=O)N2CCN(c3ccccn3)CC2)cc1 | 7.8% | 5.8% | 2.6% | -12.9% | 1.5 | 1.2% | -4.0% | 1.1% | -3.9% | -1.8% | -2.5
COc1ccccc1NC(=O)CSc1nc(=O)n2cc(C)ccc2n1 | . | 17.5% | . | ? | 3.9 | 4.8% | 4.3% | . | 2.3% | . | -19.3
C=CCNC(=S)Nc1cccc2[nH]ncc12 | 1.3% | 6.6% | 10.9% | 4.3% | 4.9 | 2.9% | -4.8% | 1.9% | 2.0% | -0.1% | 4.4
Cc1ccc(NS(=O)(=O)c2c(C)[nH]c(C)c2C(=O)N2CCCCC2)cc1F | -4.3% | 6.1% | . | 0.0% | -5.0 | -8.5% | 2.5% | . | 2.2% | 2.5% | -4.6
CN1C(=O)C(CC(N)=O)N(NC(=O)c2ccc(Cl)cc2)C1=S (stereo unspecified) | -5.8% | 0.4% | -6.1% | -4.4% | -2.3 | 6.0% | -0.9% | -0.1% | 3.9% | -0.4% | -3.2
Cc1cc(NC(=O)CC(F)(F)F)n(-c2ccccc2)n1 | -2.9% | -10.1% | 2.6% | 0.7% | 9.2 | 0.5% | 3.4% | -0.5% | 3.5% | 2.9% | 1.2
Cc1ccc(/C(O)=C2/C(=O)C(=O)N(c3ccccn3)C2c2ccc(F)cc2)cc1 (stereo unspecified) | 22.8% | -1.3% | ? | -0.3% | 35.0 | 2.5% | -1.3% | -8.7% | -0.4% | -3.6% | -7.1
COc1cc(NS(=O)(=O)c2ccc(NC(=S)NC(=O)c3ccccc3)cc2)nc(OC)n1 | -0.5% | 9.1% | ? | 2.6% | -3.1 | 0.4% | 4.8% | 0.7% | -8.8% | -1.8% | 12.7
CC(C)OC(=O)CSc1nnc(-c2cccnc2)n1Cc1ccccc1 | 3.0% | 1.2% | 17.8% | 3.7% | -0.3 | -0.8% | -1.0% | -8.7% | 3.2% | 0.5% | 7.3
COc1cccc(-c2nnc(SCC(N)=O)n2-c2ccc(Cl)cc2)c1 | ? | 16.6% | -27.3% | -1.3% | -3.8 | -2.5% | -4.1% | 7.2% | 0.6% | 1.9% | -0.3
Cc1n[nH]c(C)c1S(=O)(=O)N(CC(=O)N1CCc2ccccc21)c1ccc(C(C)C)cc1 | -7.3% | 0.6% | -1.0%[11.7 µM] | -1.4% | 4.7 | 3.1% | 1.1% | 4.6% | -0.9% | 3.4% | 0.8
O=C(Nc1ccccc1)N1CCCN(c2ccc(C(F)(F)F)cc2[N+](=O)[O-])CC1 | 4.6% | -10.3% | . | 0.0% | 33.4 | -2.1% | -0.7% | 12.6% | -9.0% | -2.3% | 8.2
Nc1nc2n(n1)C(c1cccs1)CC(c1ccccc1)N2 (stereo unspecified) | 9.7% | -2.0% | 8.2% | 0.8% | -0.9 | -0.2% | -5.6% | 1.6% | 24.1% | -0.3% | 2.2
COc1ccc(CNC(=O)Cc2csc(NC(=O)Nc3ccccc3OC)n2)cc1 | . | 19.6% | . | 4.5% | -21.8 | 1.1% | -9.7% | . | -7.4% | . | -2.7
O=C(N/N=C/c1ccco1)c1ccc(NC(=O)C2CC2)cc1 | ? | 1.6% | -10.0% | -4.5% | 9.1 | 4.0% | 6.2% | -0.3% | 2.8% | -0.4% | 3.5
